Assay outcomes (PubChem BioAssay)
Rtt109 Vps75 = C. albicans Rtt109 histone acetyltransferase inhibition; purified Rtt109/Vps75, ThioGlo CoA-SH fluorescence, 4 h; inhibition, % at 34.9 µM; hit rate 0.16% among 330,000; AID 540336;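 active = inhibition of at least 50% in every replicate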
RTF Ca sens act = cardiac RTF calcium sensitization | IANBD-labeled TnC RTF fluorescence at EC20 calcium; 0% EC20 calcium, 100% full calcium | activation, % at 7.2 µM | hit rate 0.24% among 340,000 | AID 493008;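 active = activation above the mean over all tested compounds plus 3 SD, cut at about 30% in these data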;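 note: rise in fluorescence read as greater calcium sensitivity of cardiac thin filaments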
LANA DNA inh = inhibitors of KSHV LANA C-terminal domain DNA binding. MBP-C-LANA/FAM-LBS DNA binding, fluorescence polarization. inhibition, % at 9 µM. hit rate 0.078% among 340,000. AID 504423;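 active = highest replicate inhibition at or above 60% at 9 µM, even if other replicates fall short; inactive = all replicates below 60% inhibition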;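 note: 0% = neutral control wells and 100% = 4 µM acridine orange control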
Cardiac RTF inh = cardiac RTF calcium desensitization; P19429+P45379; IANBD-labeled cardiac RTF, Ca2+ fluorescence; inhibition, % at 7.15 µM; hit rate 0.12% among 340,000; AID 493244;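 active = inhibition above the mean inhibition of all tested compounds plus 3 SD, cut at about 17% in these data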;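 note: assay run at fixed EC70 calcium of 1.6 mM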
PvdQ inh = blocks Pseudomonas aeruginosa PvdQ acylase activity; hit rate 0.063% among 340,000; inhibition, % at 10 µM; purified PvdQ acylase, fluorescence plate reader; in the data active = inhibition above about 30%, passing the limit was not always enough;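 note: 0% = vehicle neutral wells and 100% = reference inhibitor wells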
Keap1-Nrf2 PPI = Keap1-Nrf2 (human) interaction inhibition. AID 504523. Keap1 Kelch-Nrf2 peptide fluorescence polarization, 1536-well. inhibition, % at 9.4 µM. hit rate 0.15% among 340,000; in the data active = inhibition above about 12%;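 note: human Keap1 Kelch domain with fluorescein labeled Nrf2 9mer peptide probe; 0% = neutral control wells and 100% = peptide positive control; higher means more block of Keap1 binding to Nrf2 peptide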
SUMO Mot1 rescue = SUMOylation pathway inhibition by Mot1-301 growth rescue. S. cerevisiae Mot1-301 growth rescue, ATP luminescence, 38.5C; percent above DMSO median, 100 means doubled. growth rescue, % at 18.8 µM. hit rate 1% among 320,000. AID 2716;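 active = every valid replicate shows activation above 250% relative to neutral control wells; inactive = the rest, any valid replicate at or below 250%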;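 note: OY570 slx delta 5 strain wells were the positive control but not used for scaling; some compounds called inactive have numbers as strong as hits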
NSD2 inh = NSD2 (human) methyltransferase inhibition; O96028; hit rate 0.54% among 310,000; NSD2 peptide methylation, AlphaScreen, 120 min; AID 743445; inhibition, % at 12.5 µM; in the data active = inhibition above about 50%
dFosB act = activators of mouse delta FosB homodimer; P13346; purified delta FosB, TAMRA-CDK5 oligo fluorescence polarization; percent of positive-control signal above neutral wells; activation, % at 25 µM; hit rate 0.99% among 340,000; AID 493131;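 active = mean activation above about 17%, with every replicate also reaching it, limit read from the data, passing the limit was not always enough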;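 note: fluorescence polarization rise as delta FosB binds a TAMRA Cdk5 AP-1 oligo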
Target sequence (P13346 whole entry, looked up): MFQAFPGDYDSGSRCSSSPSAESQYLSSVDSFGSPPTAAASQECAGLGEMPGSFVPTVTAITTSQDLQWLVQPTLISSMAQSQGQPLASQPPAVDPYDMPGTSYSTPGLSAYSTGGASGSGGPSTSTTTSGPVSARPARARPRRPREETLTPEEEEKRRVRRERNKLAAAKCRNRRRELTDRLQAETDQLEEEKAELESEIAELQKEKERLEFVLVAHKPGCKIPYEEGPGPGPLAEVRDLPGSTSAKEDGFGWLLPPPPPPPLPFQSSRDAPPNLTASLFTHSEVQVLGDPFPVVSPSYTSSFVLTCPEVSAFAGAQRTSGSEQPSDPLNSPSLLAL
CDK5 inh = blocks human CDK5/p35 kinase activity; Recombinant CDK5/p35, ADP-Glo luminescence, 60 min; Q00535+Q15078; hit rate 0.01% among 330,000; inhibition, % at 10 µM;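 active = highest replicate inhibition of at least 50% and at least 75% of replicates reaching 50%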;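 note: plate controls were DMSO neutral control for no effect and GW8510 at 10 µM for full effect; many of its hits are not listed in these tables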
Target sequence (Q00535 whole entry, looked up): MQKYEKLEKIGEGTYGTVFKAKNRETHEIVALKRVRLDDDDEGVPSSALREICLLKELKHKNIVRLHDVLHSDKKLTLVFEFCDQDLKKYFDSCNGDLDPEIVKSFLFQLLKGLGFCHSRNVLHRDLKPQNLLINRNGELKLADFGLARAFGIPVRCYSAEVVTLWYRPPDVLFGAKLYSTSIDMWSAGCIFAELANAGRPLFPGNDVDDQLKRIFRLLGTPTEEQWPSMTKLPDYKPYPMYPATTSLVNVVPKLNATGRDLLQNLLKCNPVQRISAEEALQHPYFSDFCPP
Target sequence (Q15078 whole entry, looked up): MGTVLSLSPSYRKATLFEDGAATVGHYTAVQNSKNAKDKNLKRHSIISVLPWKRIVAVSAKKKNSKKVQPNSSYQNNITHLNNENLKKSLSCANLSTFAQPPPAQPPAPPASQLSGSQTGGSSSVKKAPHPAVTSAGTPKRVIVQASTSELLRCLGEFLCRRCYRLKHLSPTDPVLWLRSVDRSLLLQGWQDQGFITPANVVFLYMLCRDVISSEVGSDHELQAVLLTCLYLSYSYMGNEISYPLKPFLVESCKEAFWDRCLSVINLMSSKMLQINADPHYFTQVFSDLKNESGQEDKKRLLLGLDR
PfHsp90 yeast 2 = reduces growth (ATP signal) of yeast expressing P. falciparum Hsp90; S. cerevisiae expressing PfHsp90, BacTiter-Glo ATP, 48 h; yeast lacking PDR1 and PDR3 efflux regulators; inhibition, % at 9.4 µM; hit rate 0.32% among 310,000;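 active = every replicate shows inhibition above about 80%, whatever the replicate mean, limit read from the data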;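 note: 0% = DMSO neutral controls and 100% = 20 µM radicicol positive controls; yeast relying on Plasmodium falciparum Hsp90 in place of its own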
* marks the source's active call; other numbers are inactive results.

Screening CCN(c1cccc(C)c1)S(=O)(=O)c1cn(CC(=O)OC)c2ccc([N+](=O)[O-])cc12 returned Rtt109 Vps75 6, RTF Ca sens act 8, LANA DNA inh 0.7, Cardiac RTF inh -4, PvdQ inh -13, Keap1-Nrf2 PPI -5, SUMO Mot1 rescue -16, NSD2 inh 5, dFosB act -5 and PfHsp90 yeast 2 28.
COc1cc(/C=C/C(=O)Nc2nnc(CC(C)C)s2)cc(OC)c1OC was read as Rtt109 Vps75 -5, RTF Ca sens act -1, LANA DNA inh 1.7, Cardiac RTF inh 1, PvdQ inh -14, Keap1-Nrf2 PPI -5, SUMO Mot1 rescue 73, NSD2 inh -1, dFosB act -1, CDK5 inh 0.1 and PfHsp90 yeast 2 -14.
`Cc1cc(C)c(NC(=O)C2CCN(c3cnccn3)CC2)c(C)c1` gave Rtt109 Vps75 -2, RTF Ca sens act -4, LANA DNA inh -0.4, Cardiac RTF inh -9, PvdQ inh -10, Keap1-Nrf2 PPI -4, SUMO Mot1 rescue -8, NSD2 inh -7, dFosB act -1, CDK5 inh 0.3 and PfHsp90 yeast 2 17.
`CCOC(=O)CSc1nc2ccccc2c(=O)n1CC1CCC(C(=O)NCc2ccco2)CC1` (configuration not stated) gave Rtt109 Vps75 -7, RTF Ca sens act 0, LANA DNA inh 3.5, Cardiac RTF inh -9, PvdQ inh -13, Keap1-Nrf2 PPI 1, SUMO Mot1 rescue -12, NSD2 inh 0, dFosB act -1, CDK5 inh 0.4 and PfHsp90 yeast 2 16.
For Cc1cccc(N2CC(C)Cn3c2nc2c3c(=O)[nH]c(=O)n2C)c1 (configuration not stated) the results were RTF Ca sens act -1, LANA DNA inh -0.4, Cardiac RTF inh -9, PvdQ inh -24, Keap1-Nrf2 PPI -3, SUMO Mot1 rescue -16, NSD2 inh 1, dFosB act -9, CDK5 inh 0.6 and PfHsp90 yeast 2 -12.
CCOC(=O)c1sc(-c2ccc(Cl)cc2)nc1O was read as Rtt109 Vps75 -3, RTF Ca sens act 3, LANA DNA inh 29, Cardiac RTF inh -9, PvdQ inh -13, Keap1-Nrf2 PPI -5, SUMO Mot1 rescue 1, NSD2 inh -2, dFosB act 0, CDK5 inh -3.1 and PfHsp90 yeast 2 54.
`COc1ccc(C)cc1S(=O)(=O)NC1CCCCC1` gave Rtt109 Vps75 -1, RTF Ca sens act -1, LANA DNA inh -0.3, Cardiac RTF inh -2, PvdQ inh -1, Keap1-Nrf2 PPI -2, SUMO Mot1 rescue -5, NSD2 inh 44, dFosB act -6 and CDK5 inh 2.0.
Screening COCCNC(=O)c1cc2nc(-c3ccc(F)cc3)cc(C(F)(F)F)n2n1 returned Rtt109 Vps75 -17, RTF Ca sens act 2, LANA DNA inh 2.1, Cardiac RTF inh -15, PvdQ inh 1, Keap1-Nrf2 PPI -1, SUMO Mot1 rescue -5, NSD2 inh -4, dFosB act -5, CDK5 inh -1.8 and PfHsp90 yeast 2 -1.
`COc1ccc(-c2sc3cc4c(cc3c2-c2ccc(OCCN3CCOCC3)cc2)OCO4)cc1` gave Rtt109 Vps75 -1, RTF Ca sens act -4, LANA DNA inh -4.1, Cardiac RTF inh 5, PvdQ inh 18, Keap1-Nrf2 PPI -2, SUMO Mot1 rescue 12, dFosB act -2, CDK5 inh 3.1 and PfHsp90 yeast 2 12.
For COc1ccc(S(=O)(=O)N2CCCC2)c(Cl)c1Cl the results were Rtt109 Vps75 7, RTF Ca sens act -1, LANA DNA inh 0.7, Cardiac RTF inh -10, PvdQ inh 5, Keap1-Nrf2 PPI 6, SUMO Mot1 rescue 9, NSD2 inh -3, dFosB act -4, CDK5 inh -0.4 and PfHsp90 yeast 2 2.
`COC(=O)c1ccc(CNC(=O)Cn2cnc3c(NCc4ccccc4)ncnc32)cc1` gave Rtt109 Vps75 6, RTF Ca sens act 2, LANA DNA inh 0.0, Cardiac RTF inh -4, PvdQ inh -12, Keap1-Nrf2 PPI -7, dFosB act -6, CDK5 inh -3.3 and PfHsp90 yeast 2 -6.
Screening CC(=O)Nc1nc(C)c(Oc2ccc(Cl)cc2)c(=O)[nH]1 returned Rtt109 Vps75 5, RTF Ca sens act 4, LANA DNA inh 0.4, Cardiac RTF inh -11, PvdQ inh -15, Keap1-Nrf2 PPI -3, SUMO Mot1 rescue -16, NSD2 inh 42, dFosB act -4, CDK5 inh -1.5 and PfHsp90 yeast 2 -30.
`N#Cc1ccc(CSc2nnc(-c3cccs3)n2-c2ccccc2)cc1` gave Rtt109 Vps75 11, RTF Ca sens act 1, LANA DNA inh -1.5, Cardiac RTF inh 2, PvdQ inh -3, Keap1-Nrf2 PPI -1, SUMO Mot1 rescue -7, NSD2 inh -2, dFosB act -9 and CDK5 inh -1.2.
For COc1ccc(CCN2C(=O)CSC2c2ccc(OC)c(OC)c2)cc1OC (configuration not stated) the results were Rtt109 Vps75 -1, RTF Ca sens act 1, LANA DNA inh 0.2, Cardiac RTF inh -1, PvdQ inh 6, Keap1-Nrf2 PPI -1, SUMO Mot1 rescue 0, NSD2 inh 0, dFosB act -3, CDK5 inh 0.4 and PfHsp90 yeast 2 8.
For CC(=O)c1ccc(N(C(=O)CS(=O)CC(=O)Nc2ccc(F)cc2)C(C(=O)NC2CCCCC2)c2cccs2)cc1 (configuration not stated) the results were Rtt109 Vps75 -8, RTF Ca sens act 5, LANA DNA inh 1.0, Cardiac RTF inh -6, PvdQ inh -14, Keap1-Nrf2 PPI -2, SUMO Mot1 rescue 29, NSD2 inh -1, dFosB act 20*, CDK5 inh -0.7 and PfHsp90 yeast 2 33.
Screening Nc1nc(SCC(=O)OCc2ccccc2)[nH]c(=O)c1NC(=O)c1ccco1 returned Rtt109 Vps75 -6, RTF Ca sens act 7, LANA DNA inh 1.5, Cardiac RTF inh -7, PvdQ inh -7, Keap1-Nrf2 PPI 2, SUMO Mot1 rescue 277, dFosB act -2, CDK5 inh -0.8 and PfHsp90 yeast 2 -24.
Screening CC1CCCC(NC(=O)CNC(=O)c2cccs2)C1C (configuration not stated) returned Rtt109 Vps75 -2, RTF Ca sens act 7, LANA DNA inh 2.0, Cardiac RTF inh -15, PvdQ inh -16, Keap1-Nrf2 PPI -1, SUMO Mot1 rescue 5, NSD2 inh 2, dFosB act 4, CDK5 inh -5.6 and PfHsp90 yeast 2 11.
`CCn1c(SCC(=O)Nc2ccc3c(c2)OCCO3)nnc1-c1c[nH]c2ccccc12` gave Rtt109 Vps75 -4, RTF Ca sens act 5, LANA DNA inh 0.0, Cardiac RTF inh -4, PvdQ inh -5, Keap1-Nrf2 PPI 2, SUMO Mot1 rescue 2, dFosB act -1, CDK5 inh 1.0 and PfHsp90 yeast 2 26.
For N#Cc1nc(-c2ccco2)oc1N1CCc2ccccc2C1 the results were Rtt109 Vps75 13, RTF Ca sens act 0, LANA DNA inh -0.2, Cardiac RTF inh -10, PvdQ inh 6, Keap1-Nrf2 PPI -5, SUMO Mot1 rescue 11, NSD2 inh 9, dFosB act -8, CDK5 inh -0.5 and PfHsp90 yeast 2 25.
COc1cc(C=C2C(=O)OC(C)(C)OC2=O)cc(Cl)c1OCC(=O)Nc1ccccc1 was read as Rtt109 Vps75 5, RTF Ca sens act -3, LANA DNA inh -0.7, Cardiac RTF inh 8, PvdQ inh 3, Keap1-Nrf2 PPI 1, SUMO Mot1 rescue 17, NSD2 inh 4, dFosB act -12, CDK5 inh -2.0 and PfHsp90 yeast 2 -17.
Screening Cc1nn(Cc2ccccc2)c(C)c1C(=O)NCCCN1CCCC1=O returned Rtt109 Vps75 -2, RTF Ca sens act 1, LANA DNA inh -0.6, Cardiac RTF inh 5, PvdQ inh -10, Keap1-Nrf2 PPI -5, SUMO Mot1 rescue 1, NSD2 inh -3, dFosB act 7, CDK5 inh 1.6 and PfHsp90 yeast 2 15.
For CN(C)c1ccc(/C=N/N2C(=S)SC(C)(C)C2N(O)C(=O)Nc2ccc([N+](=O)[O-])cc2)cc1 (configuration not stated) the results were Rtt109 Vps75 2, RTF Ca sens act -5, LANA DNA inh -1.5, Cardiac RTF inh 4, PvdQ inh -46, Keap1-Nrf2 PPI -4, SUMO Mot1 rescue 0, NSD2 inh 3, dFosB act -3, CDK5 inh -0.5 and PfHsp90 yeast 2 5.
Screening O=S1(=O)c2ccccc2C(CCO)N1Cc1ccccc1 (configuration not stated) returned Rtt109 Vps75 4, RTF Ca sens act 2, LANA DNA inh -0.8, Cardiac RTF inh -17, PvdQ inh 11, Keap1-Nrf2 PPI -2, SUMO Mot1 rescue -26, dFosB act -1, CDK5 inh 1.3 and PfHsp90 yeast 2 6.
Nc1nnc(SCC(=O)Nc2cc(C(F)(F)F)ccc2N2CCOCC2)s1 was read as Rtt109 Vps75 12, RTF Ca sens act -2, LANA DNA inh -0.7, Cardiac RTF inh 2, PvdQ inh 6, Keap1-Nrf2 PPI -3, NSD2 inh -6, dFosB act -3, CDK5 inh -2.0 and PfHsp90 yeast 2 -15.
Screening COc1cccc(/C=C2\CCC(C3CCCC3)C2=O)c1 (configuration not stated) returned Rtt109 Vps75 1, RTF Ca sens act 6, LANA DNA inh -0.1, Cardiac RTF inh -5, PvdQ inh -1, Keap1-Nrf2 PPI -5, SUMO Mot1 rescue 1, NSD2 inh -4, dFosB act -2, CDK5 inh 1.9 and PfHsp90 yeast 2 6.
COc1cccc(N2CC(C(=O)Nc3nnc(SCC(=O)NC4CCCC4)s3)CC2=O)c1 (configuration not stated) was read as Rtt109 Vps75 -1, RTF Ca sens act 3, LANA DNA inh 0.1, Cardiac RTF inh -10, PvdQ inh -14, Keap1-Nrf2 PPI -3, SUMO Mot1 rescue -7, NSD2 inh -3, dFosB act -1, CDK5 inh 3.3 and PfHsp90 yeast 2 13.
`O=[N+]([O-])c1ccccc1NCCNS(=O)(=O)c1ccc(Cl)cc1` gave Rtt109 Vps75 5, RTF Ca sens act -5, LANA DNA inh -1.2, Cardiac RTF inh -9, PvdQ inh -6, Keap1-Nrf2 PPI 0, SUMO Mot1 rescue 1, NSD2 inh 4, dFosB act 1, CDK5 inh -2.4 and PfHsp90 yeast 2 10.
CCOC(=O)c1c(CSc2ccccc2)n(C)c2cc(Br)c(O)c(CN(C)C)c12 was read as Rtt109 Vps75 21, RTF Ca sens act -3, LANA DNA inh -1.6, Cardiac RTF inh 3, PvdQ inh -13, Keap1-Nrf2 PPI -3, SUMO Mot1 rescue -14, NSD2 inh 15, dFosB act -10, CDK5 inh -0.8 and PfHsp90 yeast 2 -11.
Screening Oc1cc(O)cc(-c2cc3ccc(O)cc3o2)c1 returned Rtt109 Vps75 -5, RTF Ca sens act -4, LANA DNA inh -1.6, Cardiac RTF inh 6, PvdQ inh -5, Keap1-Nrf2 PPI 3, SUMO Mot1 rescue 7, dFosB act 9 and CDK5 inh 3.7.

No enrichment for hits (roughly 3.2% active in at least one column).
